# RAD52 inh – inhibitors of human RAD52 DNA annealing. AID 651710. 360,000 compounds, 0.46% hits. inhibition, % at 18.7 µM. P43351. recombinant RAD52 DNA annealing, FRET fluorescence;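 active = every replicate showing at least 50% inhibition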
# RAD54 branch – inhibitors of human RAD54 branch migration | Q92698 | 360,000 compounds, 0.14% hits | inhibition, % at 10.4 µM | RAD54 Holliday junction branch migration, FAM/BHQ fluorescence;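 active = mean normalized replicate activity at least 40 and at least half of replicates scoring 40 or more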;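 note: 0% = median of neutral control wells and 100% = median of positive control wells; inhibitors cause a drop in the FAM fluorescence signal; in these data hits start at about 50%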
# F508del corr – correctors of CFTR F508del function in bronchial epithelial cells | CFBE cells, YFP halide quenching; stimulated with forskolin plus potentiator P3; % fluorescence drop versus neutral controls | activity (quench increase), % at 7.58 µM | 350,000 compounds, 0.36% hits | AID 720511;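 active = mean added fluorescence quench of at least 8% versus neutral control, with both replicates also reaching 8%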;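 note: cells transiently co-express mutant CFTR-F508del with the halide-sensitive YFP; corrector assay measuring rescue of mutant channel to the surface after 24 h compound exposure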
# Xi reactivation – X-chromosome reactivation activator | activation, % at 7.58 µM | 360,000 compounds, 0.055% hits | XiGFP mouse fibroblasts, % GFP-positive cells imaging, 3 d; cells co-treated with 5-aza-dC sensitizer; scaled so ellipticine positive control = 100%;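 active = mean normalized replicate activation at least 10% and every replicate at or above 10%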;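 note: 0% = median of on-plate neutral control wells and 100% = ellipticine 6 µM median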
#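 Assay system – SV40-immortalized XiGFP fibroblast cells, line 68-5-11 · Buffer or medium – DMEM supplemented with 5-aza-dC as sensitizing agent · Dosing – one concentration, pinned · Benchmarks – positive control ellipticine, 6 µM final · Times – 3 days compound exposure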
# ERAP1 inh – inhibitors of human ERAP1 aminopeptidase; inhibition, % at 10.7 µM; 340,000 compounds, 0.15% hits; recombinant ERAP1, Leu-AMC fluorescence, 60 min; Q9NZ08;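 active = mean replicate inhibition of at least 30%, or all replicates individually reaching that 30% level; inactive = mean below 30% and not every replicate reaching it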;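 note: 0% = neutral control wells and 100% = L-leucinethiol positive control wells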
# Target sequence (Q9NZ08 whole entry, looked up): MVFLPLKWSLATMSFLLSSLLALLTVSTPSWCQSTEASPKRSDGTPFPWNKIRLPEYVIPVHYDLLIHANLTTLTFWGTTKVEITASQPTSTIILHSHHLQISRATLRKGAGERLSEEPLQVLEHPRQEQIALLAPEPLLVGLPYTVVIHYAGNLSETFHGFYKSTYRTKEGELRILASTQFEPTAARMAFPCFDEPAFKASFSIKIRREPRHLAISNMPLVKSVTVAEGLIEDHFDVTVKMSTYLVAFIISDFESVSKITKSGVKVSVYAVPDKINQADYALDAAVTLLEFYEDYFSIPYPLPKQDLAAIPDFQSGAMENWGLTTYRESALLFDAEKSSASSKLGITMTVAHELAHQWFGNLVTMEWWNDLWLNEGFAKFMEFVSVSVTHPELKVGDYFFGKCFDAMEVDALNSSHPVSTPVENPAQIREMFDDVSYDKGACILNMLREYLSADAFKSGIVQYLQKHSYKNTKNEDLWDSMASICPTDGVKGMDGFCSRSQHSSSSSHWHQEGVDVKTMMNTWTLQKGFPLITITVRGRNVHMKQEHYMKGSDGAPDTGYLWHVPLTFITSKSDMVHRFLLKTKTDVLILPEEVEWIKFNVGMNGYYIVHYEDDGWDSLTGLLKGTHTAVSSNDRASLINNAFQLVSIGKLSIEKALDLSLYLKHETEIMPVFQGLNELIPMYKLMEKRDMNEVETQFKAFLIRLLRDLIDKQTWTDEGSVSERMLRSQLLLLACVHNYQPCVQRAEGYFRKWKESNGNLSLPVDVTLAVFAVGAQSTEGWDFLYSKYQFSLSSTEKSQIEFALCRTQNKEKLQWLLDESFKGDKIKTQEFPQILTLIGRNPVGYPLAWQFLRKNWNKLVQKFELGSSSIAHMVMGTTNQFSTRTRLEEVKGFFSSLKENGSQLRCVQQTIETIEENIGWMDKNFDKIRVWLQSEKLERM
# INS-1E GSIS act – primary screen for activators of insulin secretion dependent on glucose, INS-1E cells, GLuc reporter luminescence; INS-1E GLuc reporter insulin secretion, 2-3 h; 370,000 compounds, 0.61% hits; activation, % at 16.6 µM;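 active = lowest replicate activation of at least 40%, so every replicate reaches that level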;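 note: 0% = median of neutral control wells and 100% = median of IBMX positive control wells; some compounds called inactive have numbers as strong as hits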
# esBAF inh – SWI/SNF esBAF complex inhibition; 350,000 compounds, 2% hits; AID 602393; reporter increase, % at 12.5 µM; mouse ES cells, Bmi1-luciferase knock-in reporter, 24 h; 100% = twice the neutral-well signal; in the data active = activation above about 40%;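 note: 0% = median of the plate's neutral control wells and 100% = double that signal; a rise in the Bmi1 reporter signal indicates esBAF inhibition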
# ARNT-TACC3 inh – disruptors of human ARNT/TACC3 interaction; Q9Y6A5; AlphaScreen His-ARNT PAS-B/GST-TACC3 binding, luminescence; TACC3 fragment carries E629A point mutation; inhibition, % at 9.99 µM; 390,000 compounds, 0.66% hits; AID 623870;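 active = mean inhibition of replicates at least 50% and at least half of replicates each reaching 50%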;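 note: 0% = complete ARNT plus TACC3 wells and 100% = ARNT alone without TACC3; many hits fall short of the cut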
# * hit, by the source's call; . = no result given.
SMILES,RAD52 inh,RAD54 branch,F508del corr,Xi reactivation,ERAP1 inh,INS-1E GSIS act,esBAF inh,ARNT-TACC3 inh
C[C@@H]1CN([C@@H](C)CO)C(=O)c2cc(NC(=O)Cc3cn(C)c4ccccc34)ccc2O[C@@H]1CN(C)Cc1ccc(C(=O)O)cc1,-9,3,-0.8,-1.3,6,3,2,-6
COc1ccccc1CCC(=O)Nc1nccs1,-3,-1,-0.3,0.0,-5,4,0,-3
CN1c2ccc(-c3ccccc3)cc2[C@H]2[C@H](CCN2S(=O)(=O)c2ccccc2F)[C@@H]1CO,-2,3,2.4,0.4,1,-43,2,-15
COc1cccc(CNC(=O)C2CCN(c3nn4c(=O)cc(C)nc4s3)CC2)c1,-8,-9,1.1,0.0,-2,14,4,4
O=C(Nc1ccc(S(=O)(=O)N2CCCCC2)cc1)c1ccco1,-20,2,4.6,.,2,1,3,12
CCn1cc(Br)c(C(=O)N(C)Cc2ccccc2)n1,6,10,.,.,-1,25,-1,.
COc1ccc(S(=O)(=O)Nc2ccc3c(c2)C(=O)N([C@H](C)CO)C[C@H](C)[C@@H](CN(C)Cc2ccc4c(c2)OCO4)OCCCC[C@@H](C)O3)cc1,18,6,1.1,0.0,-1,-2,-5,-2
C[C@H]1CN([C@@H](C)CO)C(=O)c2cccc(NC(=O)Nc3ccccc3)c2O[C@H]1CN(C)C(=O)NC1CCCCC1,10,-2,0.2,-1.1,1,18,1,.
Cc1nnc2ccc(-c3ccc(NS(=O)(=O)c4ccc(Cl)s4)cc3)nn12,2,-1,1.2,0.0,6,-14,-1,-5
Cc1nc(CN(C)C(=O)c2cc(COc3ccc4ncccc4c3)on2)cs1,-7,.,1.4,0.0,-2,-26,.,1
CN(C(=O)COC(=O)CSCc1cccc(Cl)c1)c1c(N)n(Cc2ccccc2)c(=O)[nH]c1=O,-24,0,-0.2,0.2,-3,15,2,-1
C[C@@H]1CCCCO[C@H](CN(C)C(=O)Cc2ccccc2)[C@H](C)CN([C@H](C)CO)C(=O)c2cc(NS(=O)(=O)c3cn(C)cn3)ccc2O1,-2,-7,1.1,-0.9,0,0,6,0
CN(C1CCCCC1)C(CNS(=O)(=O)c1ccccc1)c1ccccc1 (configuration not stated),-1,-9,0.2,0.0,4,-2,-3,3
NC(=O)c1ccc(SCC(=O)OCC(=O)NC2CCCCCCC2)c([N+](=O)[O-])c1,-20,-18,1.0,0.0,5,-20,-3,-2
O=c1[nH]c(=O)n([C@H]2C[C@H](O)[C@@H](CO)O2)cc1F,10,6,2.2,1.3,2,26,-56,2
O=C(COC(=O)C(Cc1ccccc1)NC(=O)c1ccccc1)c1ccccc1 (configuration not stated),-9,-2,-1.6,0.1,-1,-4,.,-1
O=C(CCC(=O)N/N=C/c1ccc(Br)s1)NCc1ccccc1,-12,2,.,0.5,-6,.,.,-1
CC(C)N1CCC(=NNc2ccc([N+](=O)[O-])cc2S(=O)(=O)N2CCOCC2)CC1,-5,.,-0.1,0.0,3,-2,.,4
COc1ccccc1C1/C(=C(/O)c2cnn(-c3ccccc3)c2C)C(=O)C(=O)N1CCN(C)C (configuration not stated),-4,.,2.1,0.0,1,17,-3,-2
Cc1ccccc1S(=O)(=O)/N=C(/Nc1nc2ccccc2s1)c1ccccc1,-26,-1,0.4,0.0,0,-11,62*,-4
Cc1ccc2oc(-c3cccc(NC(=O)/C=C/c4cccc([N+](=O)[O-])c4)c3C)nc2c1,-16,.,.,0.3,-5,.,.,9
O=C(O)c1ccccc1NCc1ccncc1,.,9,.,.,.,15,-11,-1
O=C(N/C(=C/c1ccc(Br)cc1)C(=O)N1CCCCC1)c1ccccc1F,-11,8,-1.2,0.8,2,8,0,0
COc1cccc(CNC(=O)CCCn2nc(C)c3c(C)n(-c4ccc(C)cc4)nc3c2=O)c1OC,-9,-5,0.5,0.0,1,-3,7,0
Cc1ccc(NC(=O)/C(=C/c2cccc(Br)c2)NC(=O)c2ccco2)cc1,.,.,.,-0.1,.,-9,-6,-2

# Part of the list above, with tabs.
structure	RAD52 inh	RAD54 branch	F508del corr	Xi reactivation	ERAP1 inh	INS-1E GSIS act	esBAF inh	ARNT-TACC3 inh
CN1c2ccc(-c3ccccc3)cc2[C@H]2[C@H](CCN2S(=O)(=O)c2ccccc2F)[C@@H]1CO	-2	3	2.4	0.4	1	-43	2	-15
COc1cccc(CNC(=O)C2CCN(c3nn4c(=O)cc(C)nc4s3)CC2)c1	-8	-9	1.1	0.0	-2	14	4	4

# 2 entries from above, with two lines to a compound.
# Sequence of screens: RAD52 inh	RAD54 branch	F508del corr	Xi reactivation	ERAP1 inh	INS-1E GSIS act	esBAF inh	ARNT-TACC3 inh
> CN(C1CCCCC1)C(CNS(=O)(=O)c1ccccc1)c1ccccc1 (configuration not stated)
    -1	-9	0.2	0.0	4	-2	-3	3
> Cc1ccc(NC(=O)/C(=C/c2cccc(Br)c2)NC(=O)c2ccco2)cc1
    .	.	.	-0.1	.	-9	-6	-2

# Next part.
SMILES,RAD52 inh,RAD54 branch,F508del corr,Xi reactivation,ERAP1 inh,INS-1E GSIS act,esBAF inh,ARNT-TACC3 inh
CCOC(=O)N1CCN(C(=O)CCc2ccc(S(=O)(=O)NC(C)C)cc2)CC1,-9,-2,-2.0,0.0,1,-10,-12,-1
N#Cc1c(C(F)(F)F)cc(C2CC2)[nH]c1=O,26,-5,-1.6,0.2,.,-3,-6,-2
COC(=O)CCC(=O)OC1(C)C(=O)C=C2C=C(C3CC3)N(C3CCCC3)C=C2C1=O (configuration not stated),-24,-9,-1.0,0.2,0,-3,-4,20
CCOC(=O)c1ccc(NC(=O)CSc2nc(=O)n3cccc(C)c3n2)cc1,1,9,-2.5,0.0,0,-8,9,-2
COC(=O)CCCC(=O)NC1CCCN(C2Cc3ccccc3C2)C1 (configuration not stated),-7,-11,-0.6,0.1,-1,5,6,-11
C[C@H](CO)N1C[C@H](C)[C@@H](CN(C)S(=O)(=O)c2cccs2)Oc2ccc(NC(=O)Nc3ccccc3)cc2CC1=O,-8,9,-0.8,0.6,-2,-3,-7,0
COc1ccc(Br)c(C(=O)Nc2nc3ccccc3[nH]2)c1,-2,-3,-0.7,0.0,-3,13,49*,-15
CN(C)N1C(=O)C2C3C=CC(O3)C2C1=O (configuration not stated),-4,3,0.5,0.2,0,21,-6,-6
Cc1cc(C)cc(Nc2ncnc3nc[nH]c23)c1,-21,0,3.3,0.0,0,1,2,-2
Cc1ccc(S(=O)(=O)N2C[C@@H]3[C@H](c4ccccc42)[C@H](CO)N3Cc2cccnc2)cc1,-15,4,3.7,-0.1,-1,3,1,0
COc1cccc(-c2ccc3n(c2=O)C[C@H]2[C@H](CO)[C@@H](C(=O)N(C)C)[C@@H]3N2Cc2cncnc2)c1,-4,-1,-3.3,0.1,-1,5,2,-7
O=C(NCCN1CCN(c2ccccc2Cl)CC1)Nc1ccccc1,-10,-6,0.6,0.2,.,-8,-4,2
Oc1ccc(C[C@@H]2CNC(=S)N2CCCCC2CCCCC2)cc1,-21,-6,-0.3,0.0,3,23,-3,-2
C[C@@H]1CN([C@H](C)CO)C(=O)Cc2cc(NS(=O)(=O)c3ccccc3)ccc2O[C@H]1CN(C)Cc1ccc(C(=O)O)cc1,7,.,-1.9,0.2,1,19,-5,.
CC(Oc1ccccc1F)C(=O)NNC(=O)Cc1ccc(S(=O)(=O)N2CCOCC2)s1 (configuration not stated),-28,-19,0.2,0.0,1,-7,0,2
Cc1nc2c(c(=O)c3ccccc3n2C)c(=O)n1C1CCCCCC1,-3,.,2.2,-0.1,0,.,.,-8
COc1ccc(S(=O)(=O)N2CCOCC2)cc1NC(=O)COC(=O)CCOc1ccc(C)cc1,-12,-7,2.7,0.0,1,-10,-2,-5
O=C(C1CC(c2ccc(F)cc2)=NO1)N1CCc2ccccc2C1 (configuration not stated),-5,-5,-5.9,0.3,.,15,2,.
CCCNc1nc(Cl)nc(NCc2cccnc2)n1,85*,.,2.7,-0.1,3,-3,.,4
CSc1ccc(NC(=O)NCCCN2CCC(Cc3ccccc3)CC2)cc1,-10,6,-3.4,0.1,10,-34,1,5
C[C@@H]1CCCCO[C@H](CN(C)C(=O)Nc2cccc3ccccc23)[C@H](C)CN([C@@H](C)CO)C(=O)c2cc(NS(=O)(=O)c3ccc(Cl)cc3)ccc2O1,-31,-3,-1.3,0.1,-1,8,-6,8
Cc1ccc2c(c1)N(CC(=O)NC1CCCC1)C(=O)c1cccnc1O2,2,-18,-2.4,0.2,-1,3,-3,2
O=C1CCCN2N=C(SCC(=O)Nc3nccs3)SC2=N1,-18,-4,0.1,0.0,0,18,-5,-11
CC(=O)c1sc2nsc(SCCN3CCOCC3)c2c1N,-21,-3,0.0,-0.1,15,.,.,.
Cc1noc(C)c1S(=O)(=O)Nc1ccc2c(c1)C(=O)N([C@H](C)CO)C[C@H](C)[C@@H](CN(C)C(=O)Nc1ccc(F)cc1)O2,.,.,-2.0,-0.4,.,9,1,.
# Going on with the list:
SMILES,RAD52 inh,RAD54 branch,F508del corr,Xi reactivation,ERAP1 inh,INS-1E GSIS act,esBAF inh,ARNT-TACC3 inh
COc1cc(S(=O)(=O)NCCCN2CCOCC2)ccc1-n1cnnn1,-15,.,-0.7,0.0,2,-7,.,-5
CCOC(=O)N1CCC(n2c(SCC(=O)OCc3ccccc3)nc3ccsc3c2=O)CC1,.,5,.,.,.,-33,-4,-4
CC(=O)c1ccc(NC(=O)COC(=O)CCC2CCCC2)cc1,-5,-7,1.8,0.1,-1,13,-1,-4
S=C(NCc1cccc(Cl)c1)NCc1ccco1,-3,-2,2.1,0.0,0,-1,-5,-1
CCOC(=O)N1CCN(C(c2ccc(C(C)C)cc2)c2sc3nc(C)nn3c2O)CC1 (configuration not stated),1,-1,-0.2,-0.1,11,.,10,-3
C[C@H]1CN([C@@H](C)CO)C(=O)c2cc(NS(=O)(=O)c3cccs3)ccc2O[C@H]1CN(C)Cc1ccc(C(F)(F)F)cc1,4,-2,-0.6,0.1,1,-30,-4,-6
Cc1noc(C)c1NC(=O)N(C)C[C@H]1Oc2ccc(NC(=O)Cc3ccccc3)cc2CC(=O)N([C@H](C)CO)C[C@@H]1C,0,2,2.0,-0.3,-1,-1,-2,-8
C[C@@H]1CCCCO[C@H](CN(C)C(=O)Cc2ccccc2)[C@H](C)CN([C@H](C)CO)C(=O)c2cc(NS(=O)(=O)c3ccccc3)ccc2O1,-9,-3,-1.0,0.0,0,-42,4,2
O=[N+]([O-])c1ccc(N2CCCCC2)cn1,-6,-13,2.9,0.1,0,0,.,-1
CC1CCN(c2nc(-c3ccco3)c3c(c2C#N)CC(C)(C)OC3)CC1,-23,-11,0.8,0.5,0,.,4,0
COCCn1c(C)cc(/C=C2/SC(=O)N(CC(=O)N3CCCC3)C2=O)c1C,2,5,2.8,0.1,10,-3,1,-1
COc1cc(C(=O)Nc2cc(OC)c(OC)c(OC)c2)ccc1OCc1c(C)noc1C,-3,3,0.6,0.3,1,14,3,10
COc1ccccc1NC(=S)N(CCCN1CCOCC1)Cc1ccccn1,.,2,.,0.3,.,12,.,0
CCC(CC)C(=O)N(C)c1c(C)nc2c(OCC=C(C)C)cccn12,-16,-8,-3.3,1.0,1,.,-12,.
CCc1nnc(NC(=O)CSc2nnc(-c3ccco3)n2C)s1,6,.,0.5,.,0,3,-8,2
NC(=O)C1CCN(C(=O)COc2ccc3ccc(=O)oc3c2)CC1,-6,-3,-0.9,.,2,5,-1,-7
CSCCC(NC(=O)c1ccc(Cl)cc1Cl)C(=O)OC1CCCCC1=O (configuration not stated),-5,.,-1.5,0.2,1,-2,.,1
Cn1ccc(=Nc2ccc(NC(=O)c3ccc(N=c4ccn(C)c5ccc([N+](=O)[O-])cc45)cc3)cc2)cc1,95*,.,4.4,0.6,-1,8,-3,5
CCCC(NC(=O)COc1cc2c(c3oc(=O)cc(C)c13)CCC(C)(C)O2)C(=O)O (configuration not stated),-3,-9,-0.9,0.3,5,0,4,12

# Bioassay records from PubChem.
